Autophagy mod: autophagy modulators in MEF cells, primary screen, imaging, high-content, MEF GFP-LC3; MEF GFP-LC3 puncta imaging; test concentration mostly 10 µM; calls only at 10 µM (by protocol); actives 0.98% (n = 190,000); AID 463193, 2010;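 active means percentage of spot-positive cells more than 3 SD above its plate mean, without a fluorescence outlier flag or 80% toxicity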;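 further: spot-positive cell cutoff set from DMSO-treated cells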
WT yeast gro inh: growth inhibition of WT strain, primary screen, mitochondrial fusion inhibitor project, WT and mutant strains, chemical genetic; mitochondrial fusion phenotypic screen; inhibition, % at 10 µM; actives 2.1% (n = 190,000); AID 1362, 2008; in the data active means inhibition above about 58%; tested in S. cerevisiae
CSM14.1 death rescue: rescue of cells from ER stress-induced death, primary screen, 384-well, CSM14.1, thapsigargin, ATP luminescence (AID 1222). CSM14.1 thapsigargin-induced death rescue, ATP luminescence; higher % means a stronger effect. cellular ATP content (survival), % at 20 µM; hits with a dose series show EC50 in µM. 190,000 tested, under 10 active;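 active means EC50 below 50 µM in the dose-response confirmation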;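 further: death triggered by thapsigargin at about 15 µM added after 2 h compound pretreatment; cell ATP read after overnight thapsigargin exposure of roughly 18 to 22 hours; normalized against plate controls of thapsigargin alone and 5% DMSO vehicle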
XIAP antagonists: XIAP antagonists, biochemical, IAP family, fluorescence polarization (AID 1018); actives 0.007% (n = 200,000); E3 ubiquitin-protein ligase XIAP (Homo sapiens); displacement, % at 20 µM, or IC50 in µM where a hit was titrated; XIAP BIR domain, fluorescence polarization peptide displacement; higher % means a stronger effect; in the data active means displacement above about 50%; further: a part of the inactive calls stands beside numbers as strong as those of hits
Lipid droplet: inhibitors of hepatocyte lipid droplet formation, primary screen, imaging, high-throughput imaging, BODIPY stain. actives 0.4% (n = 240,000). inhibition, % at 6.5 µM. AML12 mouse hepatocytes, oleate lipid droplets. AID 1656, 2009;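 active means lipid droplet intensity inhibited by at least 50%, with more than 500 cells counted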
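Test system: AML12 mouse liver cells; schedule: overnight exposure; technique: high-content imaging of BODIPY-stained droplets and DAPI nuclei; read-out: % inhibition of corrected integrated BODIPY droplet signal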
Dynein cargo inh: inhibitors of GR-EGFP nuclear translocation, primary screen, dynein cargo transport inhibitor project, imaging, high-content, 3617.4 mouse cells. test concentration mostly 20 µM; stimulated with dexamethasone, 1 µM; active compounds read low. actives 0.47% (n = 220,000). z-score, hits read low;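 active means plate z-score of nuclear minus cytoplasmic receptor signal below a set negative limit, without overly bright fluorescence or cell loss, cut at about -3.5 in these data, passing the limit was not always enough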;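 further: z-score of nuclear minus cytoplasmic ring GR-EGFP intensity difference per well; some compounds called inactive have numbers as strong as hits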
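Buffer or medium: tet-free, stripped-serum medium; Also added: dexamethasone, 1.0 µM final; Technique: high-content fluorescence imaging after fixation; Times: 48 h induction, 1 h compound, 30 min dex at 37 °C; Read-out: per-cell GR-EGFP intensity, nucleus versus surrounding cytoplasmic ring, well-averaged.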
MT stabilizer: microtubule stabilizers in HeLa cells, primary screen, imaging, high-content imaging; HeLa tubulin immunostaining HCS, 24 h; share of cells brighter than vehicle mean+2SD; % tubulin-high responders, % at 10 µM; actives 0.83% (n = 200,000); AID 2205, 2009;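 active means plate Z-score above 3 for both tubulin-high and condensed-nucleus cell shares, with cell loss under 80%, at 10 µM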;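 further: anti alpha tubulin signal scored within the nucleus-defined area of each cell; some results filed as inactive read as strong as hits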
Insulin prom up: insulin promoter activators in MIN6 cells, imaging, high-content screening, mouse beta cells; actives 0.3% (n = 190,000); z-score at 5 µM; MIN6 insulin promoter-GFP reporter; active compounds read high;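 active means z-score above 3 at 5 µM with at least 500 cells counted in the well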
b-catenin transl: modulators of beta-catenin nuclear translocation, primary screen, imaging, HeLa cells, immunofluorescence, high-content; nuclear translocation activity, % at 5 µM; AID 1665, 2009; actives 0.3% (n = 190,000);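 active means nuclear translocation activity above 50% at 5 µM, with a well cell count of 50 or more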;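 further: per-cell ratio of nuclear to cytoplasmic median beta-catenin stain intensity; plate controls were DMSO negative control for no effect and GSK-3 inhibitor IX positive control for full effect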
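test system = HeLa cells, endogenous beta-catenin | dosing = single 5 µM dose plus 0.02–20 µM confirmation series | times = compound treatment 24 h, 37°C, 5% CO2 | technique = beta-catenin immunofluorescence imaging with DAPI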
WT yeast gro inh mutant strain: second read-out of WT yeast gro inh, no call of its own (marks repeat the call); inhibition, %; mitochondrial fusion phenotypic screen, mutant strain inhibition
Dynein cargo inh cytoplasmic EGFP: also measured in Dynein cargo inh; calls as there; z-score; measured here: cytoplasmic GR-EGFP intensity; active compounds read high
Dynein cargo inh nuclear GR-EGFP: further read-out of Dynein cargo inh, marked with its call; z-score; measured here: nuclear GR-EGFP intensity;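 lower value marks the stronger effect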
Dynein cargo inh cell count: recorded beside Dynein cargo inh, whose call it bears; z-score; measured here: cell count per field
Insulin prom up cell count: second read-out of Insulin prom up, no call of its own (marks repeat the call); cell count; measured here: cytotoxicity, nuclei count;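 total cells summed across four imaged fields per well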
Lipid droplet cells 6.5 µM: second read-out of Lipid droplet, no call of its own (marks repeat the call); cell count; measured here: cell count, cytotoxicity flag;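 cells counted across two imaged fields per well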
b-catenin transl cell count 5 µM: also measured in b-catenin transl; calls as there; cell count; measured here: cell count, cytotoxicity flag
MT stabilizer Hoechst-high %: also measured in MT stabilizer; calls as there; % Hoechst-high responders; measured here: nuclear condensation Hoechst responders;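 share of cells brighter than vehicle mean plus two SD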
MT stabilizer cytotoxicity %: also measured in MT stabilizer; calls as there; toxicity, %; measured here: cytotoxicity by cell density;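 0% = mean cell density of plate MIN control wells and 100% = no cells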
Autophagy mod cell loss 18 h: recorded beside Autophagy mod, whose call it bears; toxicity, %; measured here: cell loss, nuclei count;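 cell loss after 18 h compound exposure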
Active calls of the source: *; i = inactive; · = no result given.

SMILES	Autophagy mod	Autophagy mod cell loss 18 h	WT yeast gro inh	WT yeast gro inh mutant strain	CSM14.1 death rescue	XIAP antagonists	Lipid droplet	Lipid droplet cells 6.5 µM	Dynein cargo inh	Dynein cargo inh cytoplasmic EGFP	Dynein cargo inh nuclear GR-EGFP	Dynein cargo inh cell count	MT stabilizer	MT stabilizer Hoechst-high %	MT stabilizer cytotoxicity %	Insulin prom up	Insulin prom up cell count	b-catenin transl	b-catenin transl cell count 5 µM
Cc1ccc(N(C(=O)c2ccc(S(=O)(=O)N3CCOCC3)cc2)C2C=CS(=O)(=O)C2)cc1C (stereo not drawn)	i	21	1	0	12%	-4.3%	-7	670	0.14	-0.27	0.39	-0.6	2.0	1.5	5.0	0.26	1281	0.6	1112
Cc1cc(N=Cc2c(O)n(-c3ccc4c(c3)OCO4)c(=O)c3ccccc23)ccn1	i	1	12	-2	-2.2%	-17%	·	·	0.16	-0.19	0.25	-0.48	2.0	1.3	1.0	0.66	1062	-2.8	1421
Cc1ccc(-c2nnc(CSc3nc(C)nc4sc(C)c(C)c34)o2)cc1	·	·	·	·	-0.8%	-7.5%	·	·	·	·	·	·	·	·	·	1.4	1411	-3.4	764
O=C(C1CCN(CC2CCCCC2)CC1)N1CCCC1	i	-2	-8	-4	-1.1%	-0.6%	0	765	0.23	-0.21	0.45	0.022	3.1	1.2	4.0	0.12	1140	-0.2	1007
CCOC(=O)C1=C(C)NC(C)=C(C(=O)OCC)C1c1ccc(O)cc1	i	18	-17	-8	1.1%	-5.6%	-22	761	-0.32	-0.21	0.25	1.5	5.1	1.9	2.7	-0.26	1120	-2.2	1179
Cc1cc(-c2nc3ncccc3o2)ccc1NC(=O)CC(C)C	·	·	8	-5	·	-4.0%	-2	690	0.055	0.0086	0.4	-0.81	3.2	3.2	8.0	·	·	0.9	1215
NC(=S)Nc1ccc(F)c(F)c1F	·	·	·	·	·	·	8	686	0.24	-0.022	0.57	-0.13	·	·	·	-0.97	1060	-0.1	1328
COc1ccc(NC(C)=O)cc1NC(=O)c1ccc(C#N)cc1	i	6	1	5	-0.8%	1.4%	41	752	-0.9	-0.35	-0.43	0.8	2.2	2.3	4.1	·	·	0.2	1114
Cc1cc(N2CCN(C)CC2)n2cc(-c3ccc(F)cc3)nc2n1	i	6	-16	-9	0.0%	-2.6%	-6	608	0.31	-0.2	0.41	-0.091	0.9	1.6	9.1	-0.05	1905	-0.3	1087
Cc1ccc(C)c(NC(=O)CCc2ccc(S(=O)(=O)NC3CCCCC3)cc2)c1	i	3	8	19	-2.9%	-0.7%	-3	742	1.2	-0.29	0.92	0.45	2.0	1.3	7.8	0.71	860	-1.1	1166
COc1ccccc1NC(=O)c1ccc(S(=O)(=O)N2CCOCC2)cc1	i	-8	7	-2	0.4%	-2.5%	·	·	0.76	-0.14	-0.26	-1.3	5.1	2.8	6.5	·	·	-2.4	1000
CCOC(=O)CSC1=C(C#N)C(c2ccccc2OCC)C(C(=O)OCC)C(=O)N1 (stereo not drawn)	i	5	-9	-4	0.6%	-1.8%	·	·	-0.88	-0.34	-0.63	0.5	3.0	3.6	7.6	0.08	1114	-6.8	973
O=c1ccc(C(F)(F)F)cn1Cc1cc(=O)n2ccsc2n1	i	-3	4	6	-0.5%	-1.2%	-5	734	-1.6	-0.33	-0.77	1	2.3	2.8	3.9	·	·	1.5	1100
Cc1cc(-c2n[nH]c(=S)n2/N=C/c2ccccc2[N+](=O)[O-])n[nH]1	i	0	-8	-9	-0.9%	-2.9%	25	633	0.51	-0.047	0.45	-0.98	2.8	2.1	6.9	·	·	-1.2	986
CCOc1ccc(N2C(=O)C3C(C2=O)C3(c2ccccc2)c2ccccc2)cc1 (stereo not drawn)	i	-5	36	27	-0.2%	-5.0%	-26	666	0.39	-0.25	0.048	-0.69	1.1	2.7	5.7	-0.13	1283	-0.3	522
Cc1[nH]c2ccccc2c1CC#N	·	·	·	·	·	·	36	670	-0.72	-0.26	0.18	0.43	·	·	·	-0.03	1038	-0.9	1246
Cc1nnc(SCC(=O)NCc2ccc3c(c2)OCO3)s1	i	-2	-12	-14	-2.6%	-2.1%	2	679	0.39	-0.17	0.1	0.59	2.7	1.9	3.3	-0.44	1575	0.8	968
O=C(CN1CCN(c2ccc(Cl)cc2)CC1)c1ccc2c(c1)OCO2	i	-20	-6	17	-1.5%	-0.2%	·	·	-0.72	-0.13	-0.36	0.94	2.1	2.3	10.0	0.66	1652	0.6	1332
CCC(C)c1ccc(OCCN2CCCC2)cc1 (stereo not drawn)	i	4	26	42	-1.3%	-3.7%	-3	757	0.38	-0.034	0.22	0.042	2.5	1.4	5.0	·	·	·	·
CCC(c1c(C)n(C)n(-c2ccccc2)c1=O)c1c(C)n(C)n(-c2ccccc2)c1=O	i	-1	-6	-4	0.5%	-4.4%	·	·	0.5	-0.056	0.19	0.12	1.0	0.7	7.9	-0.11	920	·	·
C=CCSc1nc2sc(C)c(C)c2c(=O)n1N	i	-11	10	-6	-0.1%	-3.5%	3	741	0.6	0.093	-0.034	0.037	4.3	2.8	2.6	-0.55	1332	·	·
Nc1nccc(-c2cccs2)n1	i	11	-3	5	·	-9.2%	5	722	0.68	-0.23	0.6	0.09	5.5	3.0	4.6	0.66	1155	-0.3	1068
Cc1cc(=O)[nH]c(SCC(=O)c2ccc(C(C)C)cc2)n1	i	-2	-14	-14	1.2%	-3.3%	·	·	-0.67	-0.15	-0.16	0.19	1.3	2.0	8.8	1.1	1592	-1.6	962
Cc1ccc(CC(=O)N2CCN(c3cccc(C(F)(F)F)c3)CC2)cc1	i	-3	0	6	-0.9%	-7.4%	·	·	-0.59	-0.27	-1.1	1	1.9	1.8	4.9	-0.01	1580	-0.9	1403
C/C(=C/C=N/Nc1nc(N2CCCCC2)nc(N2CCCCC2)n1)c1ccccc1	i	13	-6	9	-2.2%	-1.9%	·	·	0.56	-0.2	0.65	-0.22	4.3	3.4	0.2	1	1230	1.5	1380
O=C(NCCc1ccccc1)C1CCN(S(=O)(=O)c2ccc(Br)s2)CC1	i	31	5	-1	-3.4%	-1.1%	-1	736	1.1	-0.1	2.2	-1.8	2.5	1.4	1.6	-0.63	1182	-2.3	501
CC(=O)C1C(=O)c2c(cccc2[N+](=O)[O-])C1=Nc1ccccc1C (stereo not drawn)	i	-3	-15	-8	-0.6%	-9.5%	-1	752	-0.74	0.041	-0.52	1.1	1.0	0.9	4.0	·	·	·	·
CCOc1ccc2[nH]c(C)c(CN3CCN(C)CC3)c(=O)c2c1	i	6	16	-11	-3.3%	-3.9%	9	824	0.97	-0.18	0.43	0.27	1.9	1.1	6.4	0.51	853	-4.6	1283
O=C1CCC(C(=O)OCc2cc(Cl)ccc2OC(F)F)N1 (stereo not drawn)	i	4	37	8	-1.7%	-6.8%	·	·	-0.44	-0.18	-0.21	1	1.8	1.8	3.2	1.6	1354	-3.9	862
CCOC(=O)Cc1csc(NC(=O)c2ccncc2)n1	i	15	-18	-7	-1.0%	-3.3%	·	·	-0.44	-0.18	0.5	0.3	2.3	1.7	5.5	-0.32	1664	1.9	1310
CCC(CC)C(=O)Nc1cccc(C(=O)NCCc2ccccc2)c1	i	25	-9	3	0.7%	1.4%	-5	682	-0.3	-0.19	-0.54	1.1	3.0	2.6	4.6	-0.04	1411	-0.6	1502
FC(F)(F)c1ccc2c(c1)C1C=CCC1C(c1ccncc1)N2 (stereo not drawn)	i	-9	14	-11	-0.6%	-4.3%	5	718	1.4	-0.079	0.38	-0.92	2.9	2.9	12	-0.27	1347	-2.5	1088
COc1ccc(N2CCN(C(=O)c3ccc(OCC4CCCO4)cc3)CC2)cc1 (stereo not drawn)	i	9	6	-23	-0.7%	-4.9%	·	·	-1.3	-0.098	-0.59	-0.16	2.5	1.8	12	0.27	1442	-2.5	806
O=C1CCCc2nc(N3CCCCC3)sc21	i	-8	16	25	-2.8%	1.2%	4	727	0.41	-0.26	0.22	0.19	3.0	1.7	4.8	-0.65	1317	·	·
O=C(Oc1ccc(Br)cc1)c1n[nH]c(=O)c2ccccc12	i	-1	-6	5	0.9%	-8.9%	-22	651	-0.21	-0.26	0.17	0.24	4.3	2.6	1.0	1.2	1242	0.3	1118

Screens deposited in PubChem by several laboratories.
